# TEAD-YAP inh: TEAD-YAP interaction inhibition, primary screen, TEAD-YAP interaction inhibitor project, luminescence, HEK-TIYL cells | TEAD-Gal4/YAP UAS-luciferase luminescence | inhibition, % at 9.12 µM | 1.4% of 640,000 active | AID 1259422, 2018; in the data active = inhibition above about 32%;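 also: 0% = median of test compound wells and 100% = reference inhibitor wells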
# GPR151 ag: activators of human GPR151, primary screen, cell-based, PathHunter beta-arrestin, luminescence; activation, % at 11.2 µM; PathHunter beta-arrestin GPR151 cells; AID 1508602, 2020; 1% of 650,000 active; in the data active = activation above about 4.9%;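 also: 0% = median of compound wells and 100% = cells with positive control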
# Target sequence (Q8TDV0 whole entry, looked up): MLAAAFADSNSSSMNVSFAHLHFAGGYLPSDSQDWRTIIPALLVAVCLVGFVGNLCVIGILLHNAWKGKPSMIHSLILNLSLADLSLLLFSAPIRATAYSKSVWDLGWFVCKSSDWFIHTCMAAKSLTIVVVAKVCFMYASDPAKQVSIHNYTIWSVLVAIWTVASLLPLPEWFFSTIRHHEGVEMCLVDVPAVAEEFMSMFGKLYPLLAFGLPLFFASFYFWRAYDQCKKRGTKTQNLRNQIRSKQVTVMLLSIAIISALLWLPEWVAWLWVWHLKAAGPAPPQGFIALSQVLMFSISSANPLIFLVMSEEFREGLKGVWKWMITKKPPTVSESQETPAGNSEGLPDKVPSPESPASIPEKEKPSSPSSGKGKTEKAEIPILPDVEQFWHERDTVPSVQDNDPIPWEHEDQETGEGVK
# FBW7 activator: FBW7 E3 ligase activators, primary screen, biochemical, AlphaScreen, human; F-box/WD repeat-containing protein 7 (Homo sapiens), Q969H0; AlphaScreen FBW7–phospho-cyclin E peptide binding, activator screen; normalized activity (activation), % at 26.1 µM; 0.13% of 650,000 active; AID 1259310, 2017; in the data active = normalized activity above about 1.9%;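 also: purified mutant Fbw7 with reduced substrate affinity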
# MITF inh: MITF inhibitors, primary screen, biochemical, AlphaScreen, human; Microphthalmia-associated transcription factor (Homo sapiens), O75030; AlphaScreen MITF homodimerization, bead proximity signal; inhibition, % at 2.6 µM; 0.91% of 650,000 active; in the data active = inhibition above about 50%;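 also: 0% = vehicle wells with protein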
# Target sequence (O75030 whole entry, looked up): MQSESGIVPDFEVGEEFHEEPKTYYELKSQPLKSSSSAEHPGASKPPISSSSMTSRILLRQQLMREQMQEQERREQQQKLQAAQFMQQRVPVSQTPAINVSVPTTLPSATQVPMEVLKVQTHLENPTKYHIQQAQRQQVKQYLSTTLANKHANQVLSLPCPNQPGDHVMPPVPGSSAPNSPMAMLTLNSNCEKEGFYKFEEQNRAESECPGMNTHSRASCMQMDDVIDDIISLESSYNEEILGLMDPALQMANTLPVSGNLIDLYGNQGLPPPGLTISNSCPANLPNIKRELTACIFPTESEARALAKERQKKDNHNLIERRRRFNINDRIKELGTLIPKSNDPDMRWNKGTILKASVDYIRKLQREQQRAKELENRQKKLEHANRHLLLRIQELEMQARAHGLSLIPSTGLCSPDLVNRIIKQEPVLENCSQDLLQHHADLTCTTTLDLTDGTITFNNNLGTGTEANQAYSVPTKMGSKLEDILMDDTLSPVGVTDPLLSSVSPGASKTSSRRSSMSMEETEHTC
# * marks the source's active call; other numbers are inactive results. Outcome played no part in choosing rows. Share with any hit: about 3.4%.
# The first three records, to show the layout:
SMILES,TEAD-YAP inh,GPR151 ag,FBW7 activator,MITF inh
CCOCCOC(=O)CSc1ncnc2sc(C)c(C)c12,-12,1.6,-0.1,48
CCOC(=O)c1c(C)[nH]c(NC(=O)Nc2ccccc2OC)c1C,-1,0.0,0.9,-1
Cc1ccc(NS(=O)(=O)c2cccnc2)cc1F,15,0.6,0.0,6

# All compounds of this part, previewed entries included:
SMILES,TEAD-YAP inh,GPR151 ag,FBW7 activator,MITF inh
CCOCCOC(=O)CSc1ncnc2sc(C)c(C)c12,-12,1.6,-0.1,48
CCOC(=O)c1c(C)[nH]c(NC(=O)Nc2ccccc2OC)c1C,-1,0.0,0.9,-1
Cc1ccc(NS(=O)(=O)c2cccnc2)cc1F,15,0.6,0.0,6
Cc1ccc(C)c(-c2csc(NC(=O)c3cc(C)oc3C)c2C(N)=O)c1,25,0.2,-0.2,9
COc1ccccc1CN1CCN(C2CCN(C(C)C)CC2)C(CCO)C1 (stereo not drawn),-1,1.1,0.1,7
O=C1OC(c2cccc(I)c2)=N/C1=C\c1cccc2ccccc12,-8,0.8,0.1,16
CCOC(=O)N1CCC(NCc2c(C(=O)O)c(C)n(Cc3ccccc3C)c2C)CC1,-5,0.3,0.0,-5
O=C1c2cccnc2C(=O)N1CCc1ccc(S(=O)(=O)Nc2cccc(Cl)c2)cc1,-2,3.9,-0.2,2
CCOc1ccc(NC(=O)CSc2nc3ccccc3c(=O)n2NC(=O)c2ccccc2)cc1,2,-2.0,0.2,-32
CCCn1nnnc1NC(=O)c1ccc(C)cc1Cl,-2,1.4,-0.5,-14
COc1cc(C(=O)NC(c2ccc3c(c2)OCO3)c2cc(Cl)c3cccnc3c2O)cc(OC)c1OC (stereo not drawn),18,-2.8,-0.1,1
CC(C(=O)N1CCN(C(=O)C(C)N2C(=O)c3ccccc3C2=O)CC1)N1C(=O)c2ccccc2C1=O (stereo not drawn),1,-1.0,0.0,0
CCCCC1=NN2C(=N)/C(=C/c3ccc(OCCOc4ccc(C)cc4)c(OCC)c3)C(=O)N=C2S1,14,0.0,-0.2,-1
Cc1ccccc1NC1=C(Cl)C(=O)OC1OC(C)C (stereo not drawn),8,-0.3,0.0,13
Nc1ccc(N2CCOCC2)c(S(=O)(=O)Nc2ccccc2Cl)c1,-2,2.8,-0.1,16
CC(=O)c1ccc(NC(=O)Cn2c(=O)oc3cc(S(=O)(=O)N4CCCC4)ccc32)cc1,5,-1.9,0.1,13
CCOC(=O)c1ccc(CN(Cc2ccc(C)cc2)S(=O)(=O)c2ccc(C(C)(C)C)cc2)cc1,-5,-1.0,-0.2,-1
CCCCc1ccc(C2=N/C(=C\c3ccc(Cl)cc3Cl)C(=O)O2)cc1,-4,1.0,0.0,-12
COC(=O)c1ccc2c(c1)C1C=CCC1C(c1ccc(F)cc1)N2 (stereo not drawn),-2,3.8,-0.7,-2
Cc1nnc(Sc2nc(Nc3ccccc3)nc(Nc3ccccc3)n2)s1,2,-0.6,0.4,9
Cc1ccc[n+](CC(N)=O)c1C,1,1.2,-0.1,-5
NC(=O)c1ccccc1NS(=O)(=O)c1c[nH]c(=O)[nH]c1=O,-6,-2.4,0.8,11
COc1ccc(-c2[nH]nc3c2C(c2cc(Cl)c(OC(=O)N4CCOCC4)c(OC)c2)C(C#N)=C(N)O3)cc1 (stereo not drawn),9,2.6,-0.1,13
CC(=O)NC(Cc1ccc(F)cc1)C(=O)N1CCN(C(=O)NCc2ccccc2)CC1 (stereo not drawn),2,-0.8,-0.1,-4
Cc1ccc(CNC(=O)CN(C)S(=O)(=O)c2ccc3nc(-c4ccccc4)[nH]c3c2)cc1,-6,2.3,-0.2,12

# Profiles, looked up by structure:
# Cc1ccc[n+](CC(N)=O)c1C as listed: TEAD-YAP inh: 1; GPR151 ag: 1.2; FBW7 activator: -0.1; MITF inh: -5
# CCCCc1ccc(C2=N/C(=C\c3ccc(Cl)cc3Cl)C(=O)O2)cc1 as listed: TEAD-YAP inh: -4; GPR151 ag: 1.0; FBW7 activator: 0.0; MITF inh: -12

# Continued.
SMILES,TEAD-YAP inh,GPR151 ag,FBW7 activator,MITF inh
c1ccc(C2OCC3(CO2)COC(c2ccccc2)OC3)cc1 (stereo not drawn),-7,0.1,0.7,14
NC(=O)NC(=O)COC(=O)c1ccccc1Cl,1,0.4,0.1,-18
CCC(C(=O)Nc1ccccc1F)n1nnc(C(=O)OC)c1C(=O)OC (stereo not drawn),6,-0.3,0.0,13
COc1ccc(CCN(C(=O)/C=C/C(=O)O)C2CC(=O)N(c3ccc(Br)cc3)C2=O)cc1OC (stereo not drawn),-2,0.0,0.5,2
CNC(=O)COC(=O)Cc1ccc(Cl)cc1,-6,-0.8,0.2,4
O=C(Oc1ccc2[nH]cc(CCN3C(=O)c4ccccc4C3=O)c2c1)C1CC1,-9,3.3,-0.1,-2
CCn1c(=O)c2c(nc(SCC(=O)NCc3ccccc3)n2C)n(C)c1=O,-5,0.0,0.2,6
CC(=O)N1c2ccccc2C2(O)N=C(N)SC12 (stereo not drawn),2,0.2,-0.3,1
Cc1cc(C)c2c(n1)nn1c(C)c(CCC(=O)NCc3ccccc3)c(C)nc21,5,0.2,0.4,-3
CC(C(=O)NC1CC(C)(C)NC(C)(C)C1)c1ccc([N+](=O)[O-])cc1 (stereo not drawn),8,0.4,0.1,1
CN1[C@H](C(=O)Nc2ccccc2C(F)(F)F)C[C@H](c2ccco2)NS1(=O)=O,3,0.1,-0.1,-1
COc1ccc(C)cc1S(=O)(=O)NCC(c1ccc2c(c1)OCO2)N1CCOCC1 (stereo not drawn),-8,1.7,0.0,-8
Nc1cccc(Oc2ccc3c(c2)C(=O)N(c2ccc(O)cc2)C3=O)c1,15,-0.2,-0.1,-1
COc1ccc2c(c1OC)C(=O)OC2CC(=O)c1ccc(C)cc1 (stereo not drawn),9,0.9,0.0,5
CC(C)(C)OC(=O)NC(C(=O)O)c1ccc(OC(F)F)cc1 (stereo not drawn),10,0.2,0.0,0
Oc1ccc(CCNc2nc(Nc3ccccn3)nc3c2ncn3-c2ccccc2)cc1,34*,1.1,-0.1,-9
CCc1ccc(C2=NC(c3ccc(F)cc3)NC(c3cc(Br)ccc3O)C2)cc1 (stereo not drawn),8,3.2,-0.1,3
Cc1cccc(C)c1NC(=O)c1ncn[nH]1,-5,0.0,0.1,5
CCOC(=O)N1CCN(C(=O)c2ccc(CS(=O)(=O)c3ccccc3C)o2)CC1,1,-0.2,0.4,-6
CN(C(=O)C(=O)Nc1ccc2nc3n(c(=O)c2c1)CCCCC3)c1ccc(F)cc1,-5,-0.1,0.1,-2
CC(C)(C)CN1CCNC(=O)C1CC(=O)NCc1nc(-c2ccccc2)no1 (stereo not drawn),-2,-0.7,0.0,-2
COc1ccc(-c2nc(Nc3ccc(Oc4ccccc4)cc3)c3[nH]cnc3n2)cn1,1,-0.6,0.1,-4
COc1ccccc1OCCN1CCCCC1,10,-0.8,0.5,27
Cc1nc(N(C)Cc2ccccc2)c2c(C)c(C)sc2n1,-13,-1.4,-0.1,-5
NC(=O)c1oc2ccccc2c1NC(=O)c1ccc(Oc2ccc(C(=O)Nc3c(C(N)=O)oc4ccccc34)cc2)cc1,-3,2.8,0.0,1

# The last two entries of the section before lead into the next.
SMILES,TEAD-YAP inh,GPR151 ag,FBW7 activator,MITF inh
Cc1nc(N(C)Cc2ccccc2)c2c(C)c(C)sc2n1,-13,-1.4,-0.1,-5
NC(=O)c1oc2ccccc2c1NC(=O)c1ccc(Oc2ccc(C(=O)Nc3c(C(N)=O)oc4ccccc34)cc2)cc1,-3,2.8,0.0,1
CCCCCNC(=O)c1ccccc1SC,-5,-0.2,-0.2,-8
CC1(C)CC(=O)c2c(nc3nc4ccccc4n3c2N)C1,-4,-0.8,0.0,0
Cc1ccc(-c2n[nH]c(C3CCN(C(=O)NC4CCCCC4)CC3)n2)cc1,0,0.4,0.0,6
CC(=O)Oc1ccc(N(C(C)=O)S(=O)(=O)c2ccccc2)c2ccccc12,-4,-1.5,-0.2,-1
CCc1ccccc1OCCN1CCN(CC)CC1,-4,0.7,-0.2,77*
CCCC(=O)N1c2cc(C)ccc2C(=C2SC(C(=O)OC)=C(C(=O)OC)S2)C(=S)C1(C)C,-3,0.9,0.1,4
Fc1ccc(COc2cccc(/C=N/n3cnnc3)c2)cc1,-23,0.6,0.1,6
CC(=O)Nc1ccc(Nc2cc(-c3cccs3)nc(N)n2)cc1,-29,0.3,0.0,9
CCCCCSc1nnc2c(n1)OC(CC)Nc1ccccc1-2 (stereo not drawn),-14,1.7,0.3,5
CCOC(=O)C(C)Oc1nc2c(C(F)(F)F)cc(C3CC3)nc2o1 (stereo not drawn),7,0.8,-0.1,6
O=C(CCC1=NS(=O)(=O)c2ccccc2N1)Nc1ccccc1,4,6.2*,-0.2,5
CN(C)c1ccc(CN2CCC3(CCC(CNC(=O)c4ccco4)O3)CC2)cc1 (stereo not drawn),5,0.4,-0.1,6
Cc1ccc(NC(=O)c2ccc3c(c2)N(CC(=O)N2CCC(C)CC2)C(=O)C(C)(C)O3)cc1,10,-0.7,-0.1,-3
O=C(O)C(=O)/C(=C\c1ccsc1)c1ccc2ccccc2n1,45*,-4.8,-0.1,22
CC(C)(C)SCCNC(=O)c1ccc(Cl)cc1,-67,-0.1,0.0,-3
Cc1ccc(-c2ccc3c(c2)CC(CNC(=O)CN2CCCC2)O3)nc1 (stereo not drawn),-20,3.1,-0.1,18
c1ccc(COc2ccccc2-c2nc3cnccn3c2NC2CCCC2)nc1,1,-0.6,1.6,12
Cc1ccc(S(=O)(=O)N2CCC(c3nnc(C4CC4)s3)CC2)cc1C,-6,1.6,0.0,-2
O=C(Nc1ccc2[nH]ncc2c1)C1CN(Cc2ccccc2)CC1c1cccc(F)c1 (stereo not drawn),8,-1.5,0.1,-13
CCN(CC)C(=O)/C=C/c1ccc(Cl)cc1,-41,-0.4,0.0,-1
COc1cccc(CN2CCN(Cc3cnc(N(C)C)s3)CC2CCO)c1 (stereo not drawn),-12,0.5,-0.1,-4
CCSc1nnc2c(n1)OC(c1ccccc1C)N(C(C)=O)c1ccccc1-2 (stereo not drawn),2,-0.3,-0.2,-9
C/C(CS(=O)(=O)c1ccc(C)cc1)=N/NC(N)=S,0,-0.2,-0.1,-3
Cc1csc(NC(=O)CSc2ccc(C(C)(C)C)cc2)n1,-2,1.1,0.2,-4
CC(=O)N(CCCn1ccnc1)Cc1ccc(F)cc1,-1,0.4,-0.1,4
# Next section:
SMILES,TEAD-YAP inh,GPR151 ag,FBW7 activator,MITF inh
CC(=O)c1ccc(N2C(=O)CC(Nc3cc(C(=O)O)ccc3C)C2=O)cc1 (stereo not drawn),2,1.2,0.0,-9
O=C1CSC(=O)N1C1CCCCC1NC(=O)C1(c2ccccc2)CCOCC1 (stereo not drawn),6,-0.4,0.2,10
O=C1C2C(C(=O)N1c1ccccc1I)C1C=CC2C12CC2 (stereo not drawn),9,2.7,-0.1,12
CCc1nn(-c2ccccc2)c2nc(-c3ccccc3O)c3cc(OC)c(OC)cc3c12,14,-0.7,-0.1,-13
CCOC(=O)C1=C(C)NC(=S)NC1C1CC=CCC1 (stereo not drawn),3,-0.2,-0.1,4
NNC(=S)Nc1ccc(Oc2ccccc2)cc1,-16,0.8,-0.1,0
CC(C)(C)CN1CCNC(=O)C1CC(=O)N1CCN(CCOc2ccccc2)CC1 (stereo not drawn),17,0.1,0.1,2
CCCCC(=O)Nc1nnc(-c2ccc(OC)cc2)s1,-32,0.1,0.0,-5
CCSCCOC(=O)C1=C(C)NC2=C(C(=O)CC(c3ccccc3)C2)C1c1cccc([N+](=O)[O-])c1 (stereo not drawn),15,0.9,-0.1,5
C=CCNc1nnc(-c2cc3c(CO)cnc(C)c3oc2=O)s1,-1,3.6,0.1,11
CC(NC(=O)C1CCCN(S(C)(=O)=O)C1)c1ccccc1 (stereo not drawn),-1,0.0,0.1,7
O=C(Nc1cccc(F)c1)c1c[nH]c(=O)n(-c2ccccc2)c1=O,-7,-0.9,-0.2,-6
Fc1ccccc1-c1cnc2ccc(NCc3cccs3)nn12,8,0.3,0.5,53*
Cc1cc(=O)nc2c3ccccc3n(CC(=O)NC3CCCC(C)C3C)n12 (stereo not drawn),-3,-0.2,0.0,10
CCOc1cc(C(=O)NCC2CCCO2)cc(OCC)c1OCC (stereo not drawn),-1,-0.5,0.1,16
CCC(C)NC(=O)C/C(C)=N/NC(=O)c1ccc(Cl)cc1 (stereo not drawn),-31,-0.3,-0.1,-9
CCN(CC)C(=O)c1c(NC(=O)c2ccccc2F)sc2c1CCC(C(C)(C)C)C2 (stereo not drawn),16,-1.5,0.5,19
Cc1c(C(=O)OC(C)C)sc(NC(=O)/C=C/c2ccco2)c1C(N)=O,1,2.2,-0.1,15
CCCCCC(=O)NNC(=O)Nc1cccc(Cl)c1,10,-0.4,0.0,-1
COCCNC(=O)c1cc(Nc2ccc(OC)cc2OC)nc2ccccc12,8,0.3,0.3,-4

# 2 records drawn at random from those above, as already listed:
SMILES,TEAD-YAP inh,GPR151 ag,FBW7 activator,MITF inh
CCOc1cc(C(=O)NCC2CCCO2)cc(OCC)c1OCC (stereo not drawn),-1,-0.5,0.1,16
O=C1CSC(=O)N1C1CCCCC1NC(=O)C1(c2ccccc2)CCOCC1 (stereo not drawn),6,-0.4,0.2,10

# Screens as filed in PubChem.
